Screening data (PubChem BioAssay)
H9c2 TAG inh: inhibitors of triacylglycerol accumulation; H9c2 cells, Nile Red lipid (TAG) fluorescence; cells loaded with 200 µM oleic acid; inhibition, % at 12.5 µM; hit rate 0.66% among 230,000;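 active = pattern-corrected inhibition of lipid staining of at least 50% with the nuclear-stain viability signal not falling by more than 50%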;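 note: 0% = DMSO wells and 100% = triacsin C control wells; some results filed as inactive read as strong as hits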
H9c2 TAG inh DAPI viability: second read-out of H9c2 TAG inh, no call of its own (marks repeat the call); DAPI nuclei signal change (viability), lower = more cytotoxic, %;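 whole-well DAPI fluorescence read on a plate reader as a viability signal; minus 50 percent equals half of cells still viable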
The depositor's hits bear a star. An excerpt; rates above refer to the full screens.

SMILES	H9c2 TAG inh	H9c2 TAG inh DAPI viability
Cc1nc(SCC(=O)Nc2sccc2C(N)=O)c2c(C)c(C)sc2n1	-11	6
FC(F)(F)c1cc(-c2cccs2)nc2nc(N3CCOCC3)sc12	40	18
CCN(C(=O)CSc1nnc(-c2cccs2)n1CC)C1CCS(=O)(=O)C1 (stereo not drawn)	3	-1
COc1ccc(OC)c(S(=O)(=O)n2ccnc2C)c1	13	-1
COc1ccc2cc([C@H](C)C(=O)O)ccc2c1	-7	-1
O=C(COc1cc(Cl)ccc1Cl)Nc1nnc(CC(=O)N2CCOCC2)s1	-13	15
CNC(=S)N/N=C/c1cn(CCOc2ccc(OC)cc2)c2ccccc12	-17	19
CNc1ccc(/C=C\CCCO)cn1	-3	7
CC(C)Oc1ccc(C(=O)NC2CCCCC2)cc1	-7	7
CC(=O)/C(N=Nc1cc2c(c([N+](=O)[O-])c1C)C(C)(C)CC2(C)C)=C(\C)O	22	-15
Cn1c(N)c(C(=O)COC(=O)c2ccc(Cl)c(S(=O)(=O)N3CCCC3)c2)c(=O)n(C)c1=O	-10	-2
CC(C)Cc1ccc(CN2CCCC(NC(=O)c3ccoc3)C2)cc1 (stereo not drawn)	-10	3
NNC(=O)c1sc(-c2ccc(Cl)cc2)cc1N	-29	27
COc1ccc(-c2noc(CCC(=O)Nc3cc(Cl)c(OC)cc3OC)n2)cc1	-10	-8
O=C(NCCc1csc(-c2cccnc2)n1)c1ccccc1Br	-2	6
O=C(N/N=C/c1cccn1-c1ccccc1)c1ccncc1	-11	14
O=C1C2CCCN2C(c2ccccc2)N1c1ccc(Cl)cc1 (stereo not drawn)	5	-4
COc1ccc(Cl)cc1S(=O)(=O)N1CCN(C)CC1	3	-6
Cc1csc(C(=O)NCC(=O)NNC(=O)c2cccc(Cl)c2)c1	12	-4
COc1cc(/C=C/C(=O)O)cc(S(=O)(=O)Nc2cccc(S(=O)(=O)N3CCOCC3)c2)c1OC	10	-4
CN(c1ccc(OCC(=O)Nc2ccccc2C(=O)O)cc1)S(=O)(=O)c1ccc(Cl)cc1	12	-5
CCCNC(=O)NC(=O)COC(=O)c1ccc(S(=O)(=O)N(C)c2ccccc2OC)cc1	-4	-6
NC(=O)CC(O)c1cccc(Cl)c1 (stereo not drawn)	-10	9
COc1ccc(-c2nn(-c3ccccc3)cc2CNCCN2CCOC2=O)c(F)c1	-3	51
CC(=O)c1c(C)nc(Nc2nc3ccccc3s2)nc1C	8	3
C/C(N)=C(/C#N)C(=O)COC(=O)CNS(=O)(=O)c1ccc2ccccc2c1	-12	11
CCOC(=O)C1=C(C)NC(c2cccs2)C(=O)N1 (stereo not drawn)	16	-8
Cc1cc(C)cc(NC(=S)NCCN2CCOCC2)c1	-8	7
O=C(Cn1cc(-c2nnnn2-c2ccc(Cl)cc2)c(=O)c2ccccc21)c1ccccc1	3	22
C[N+](C)(C)CCOP(=O)(O)OP(=O)([O-])OC[C@H]1O[C@@H](n2ccc(N)nc2=O)[C@H](O)[C@@H]1O	-6	-2

Continued (four carried over from the part before).
SMILES	H9c2 TAG inh	H9c2 TAG inh DAPI viability
CCOC(=O)C1=C(C)NC(c2cccs2)C(=O)N1 (stereo not drawn)	16	-8
Cc1cc(C)cc(NC(=S)NCCN2CCOCC2)c1	-8	7
O=C(Cn1cc(-c2nnnn2-c2ccc(Cl)cc2)c(=O)c2ccccc21)c1ccccc1	3	22
C[N+](C)(C)CCOP(=O)(O)OP(=O)([O-])OC[C@H]1O[C@@H](n2ccc(N)nc2=O)[C@H](O)[C@@H]1O	-6	-2
O=C(NCCc1ccc(Cl)cc1)C12CC3CC(CC(O)(C3)C1)C2	16	-10
C/C(=N/Nc1ccnc2cc(Cl)ccc12)c1ccc(N)cc1	28	1
O=C(Nc1cccc(Cl)c1)C1CCCN(C2=NS(=O)(=O)c3ccccc32)C1 (stereo not drawn)	26	-6
C[C@H](CO)N1C[C@H](C)[C@H](CN(C)S(=O)(=O)c2ccc(C#N)cc2)OCc2cnnn2CCCC1=O	-1	2
COc1ccc(-n2cc(C(=O)c3cc(Cl)ccc3O)cc(C#N)c2=O)cc1	-1	-12
COc1ccc(C)cc1Nc1n[n+](-c2ccccc2)c(-c2cccc(Cl)c2Cl)s1	-5	-4
NC(=O)c1ccc(SCC(=O)NC2CCCCC2)c([N+](=O)[O-])c1	-10	10
Cn1c(NCc2cccnc2)nc2cc(-c3ccc(C(=O)N4CCOCC4)cc3)sc2c1=O	22	-20
COc1ccc(OCc2nnc(SCC(=O)Nc3cccc(C(C)=O)c3)o2)cc1	-2	5
O=C(CSc1nnc(C2COc3ccccc3O2)o1)N1CCOCC1 (stereo not drawn)	11	1
CNC(=S)Nc1ccc(OC)c(OC)c1	-3	2
O=C(O)CCC(=O)OCCc1cc2ccccc2c(=O)o1	19	-10
CCc1ccccc1NC(=O)CNC(=O)c1ccc(S(=O)(=O)NCc2ccco2)cc1	4	-8
CCCCN1CC(=O)N2[C@H]3c4cc(Cl)ccc4OC[C@@H]3[C@H](c3ccccc3)[C@]2(C)C1=O	-26	3
C#Cc1ccc([C@@H]2C=C(C(=O)O)O[C@H](OCCCCO)C2)cc1	-6	-4

2 of the compounds above, as a markdown table.
| SMILES | H9c2 TAG inh | H9c2 TAG inh DAPI viability |
| --- | --- | --- |
| C[C@H](CO)N1C[C@H](C)[C@H](CN(C)S(=O)(=O)c2ccc(C#N)cc2)OCc2cnnn2CCCC1=O | -1 | 2 |
| CCc1ccccc1NC(=O)CNC(=O)c1ccc(S(=O)(=O)NCc2ccco2)cc1 | 4 | -8 |

Next part
SMILES	H9c2 TAG inh	H9c2 TAG inh DAPI viability
O=C(O)/C=C/c1cccnc1	5	-2
Cc1cc(C)nc(SCC(=O)N/N=C\C(Br)=C\c2ccccc2)n1	3	1
CCOC(=O)C1=C(N)c2ccccc2CC1C1CCCC1 (stereo not drawn)	-9	0
CCCOc1ccc(-c2cn3ccccc3n2)cc1	9	-5
O=C(COc1cc(F)ccc1[N+](=O)[O-])Nc1cccc(S(=O)(=O)NC2=NCCC2)c1	-34	3
Cc1cc(-c2sccc2Br)nc(-n2cccc2)n1	5	-4
CC(C)CN1CCN(Cc2ccc(Oc3ncccn3)cc2)CC1CCO (stereo not drawn)	-5	3
COc1ccccc1C(=O)Nc1cccc(SC)c1	19	-6
Cc1ccc(CCNC(=O)C2CC(c3ccccc3[N+](=O)[O-])=NO2)cc1 (stereo not drawn)	-6	-10
Cn1cc(CNCc2ccc(-n3cccn3)cc2)c(-c2ccccc2F)n1	-17	14
CCOc1ccc(-c2ncncc2-c2ccc(OC)cc2)c(O)c1	0	11
O=c1[nH]c2cc([N+](=O)[O-])ccc2c2ccccc12	3	-7
O=S1(=O)CCC(NC(=S)Nc2ccccc2)C1 (stereo not drawn)	-4	-2
CCCNC(=S)NNC(=O)c1cc(C2CC2)nc2ccccc12	-19	-2
O=C(CSc1nc(C(F)(F)F)cc(=O)[nH]1)NCc1ccc2c(c1)OCO2	2	-3
Cc1cccc(C)c1NC(=O)C1(C)c2cccc[n+]2CC(=O)N1Cc1cccs1 (stereo not drawn)	-9	1
CC(=O)c1cccc(NC(=O)CN2C(=O)C(=O)N(Cc3ccco3)C2=O)c1	-22	1
Cc1ccc(C)c(N2CCN(C(=O)Cc3cn(C)c4ccccc34)CC2)c1	17	-15
CSCCC(NC(=O)c1ccccc1Br)C(=O)NNC(=O)C1COc2ccccc2O1 (stereo not drawn)	-8	43
Cc1nnc(SCc2cccc3ccccc23)s1	5	-5
Cn1c(SCC(=O)N2CCCC2)nnc1-c1cnccn1	-8	1
COc1ccc(C(=O)O)cc1S(=O)(=O)N(C)CCc1ccccn1	-12	9
O=C(Cn1cnc2ccccc21)N/N=C/c1cccc([N+](=O)[O-])c1	5	-5
COCCNc1ncnc2c1ncn2[C@H]1CN(Cc2ccccc2)C[C@@H](CO)O1	6	-6
C/C(=N/NC(=O)c1ccc(Br)s1)c1cccnc1	-5	4
COC(=O)c1cc(OC)c(OC)c(OC)c1N	2	-5
O=C(Nc1ccccc1)Oc1ccccc1N1CCOCC1	15	-8
CCOC(=O)c1c(C)n(-c2ccccc2)c2ccc(O)c(CN(C)C)c12	-1	32
CC(C)CNC(=O)C(=O)NCC1OCCCN1S(=O)(=O)c1cccs1 (stereo not drawn)	4	-3
CCCCN(C=O)c1c(CC)nc2c(OCCC)cccn12	-9	-9

Exported field by field: entries from further up.
Cc1cccc(C)c1NC(=O)C1(C)c2cccc[n+]2CC(=O)N1Cc1cccs1 (stereo not drawn)
  H9c2 TAG inh = -9
  H9c2 TAG inh DAPI viability = 1
CC(=O)c1cccc(NC(=O)CN2C(=O)C(=O)N(Cc3ccco3)C2=O)c1
  H9c2 TAG inh = -22
  H9c2 TAG inh DAPI viability = 1
Cc1ccc(C)c(N2CCN(C(=O)Cc3cn(C)c4ccccc34)CC2)c1
  H9c2 TAG inh = 17
  H9c2 TAG inh DAPI viability = -15
CSCCC(NC(=O)c1ccccc1Br)C(=O)NNC(=O)C1COc2ccccc2O1 (stereo not drawn)
  H9c2 TAG inh = -8
  H9c2 TAG inh DAPI viability = 43

Remaining list, next part
SMILES	H9c2 TAG inh	H9c2 TAG inh DAPI viability
Cn1nnnc1SCC(=O)Nc1nc(-c2ccccc2)c(-c2ccccc2)o1	9	-1
O=c1nc(/C=C/c2ccccc2C(F)(F)F)cc(C(F)(F)F)[nH]1	4	2
COc1ccc(S(=O)(=O)N2CCCCCC2)cc1C(=O)OCC(=O)NCC(C)C	-12	6
Cc1c(NC(=S)N2CCN(c3cccc(Cl)c3)CC2)c(=O)n(-c2ccccc2)n1C	-4	7
O=[N+]([O-])c1ccc(Cc2ccc([N+](=O)[O-])cc2)cc1	-28	5
CCOC(=O)CSc1n[nH]c(NC(=O)NC(C)C)n1	8	6
COCC(=O)Nc1nnc(SCC(=O)NCc2cccs2)s1	2	-10
C=CCc1ccccc1OCC(O)CN1CCN(Cc2ccc3c(c2)OCO3)CC1 (stereo not drawn)	-7	1
COc1ccc(Cl)cc1NC(=S)NCCc1ccc(F)cc1	-22	-2
O=C(Cn1nc(Cc2cccnc2)c2ccccc2c1=O)Nc1ccc2c(c1)OCO2	-3	-15
CCOC(=O)N1CCN(C(=O)C2CC(=O)N(c3ccc(C)cc3)C2)CC1 (stereo not drawn)	-2	4
CN(C)CCCNC(=O)c1cc(C(=O)Cc2ccccc2)c[nH]1	4	0
CC(C)(C)Nc1scc(-c2ccccc2)[n+]1-c1ccccc1	0	-3
O=C(NCCc1ccc(Cl)cc1)C1CCN(C(=O)c2sccc2-n2cccc2)CC1	-16	3
O=C(C1CCN(CC2CC=CCC2)CC1)N(CCc1ccccc1)Cc1ccccc1 (stereo not drawn)	-15	21
CC1=C2C(=O)OC(c3ccoc3)C2(C)CCC1 (stereo not drawn)	15	-9
COc1ccc(Nc2nc(C(=O)N(CCO)Cc3ccccc3)cs2)cc1	7	-5
COc1cccc(C2(O)CC(C(F)(F)F)=NN2C(=O)c2ccccn2)c1 (stereo not drawn)	-5	9
O=C(CCN1C(=O)c2ccccc2C1=O)N1CCN(Cc2ccc(Cl)cc2Cl)CC1	0	12
CCCN(CCC)CCCNS(=O)(=O)c1cc(Br)cc2c1N(C(C)=O)CC2	22	-14
COc1ccc(S(=O)(=O)N2CCN(CC(=O)NC(Cc3ccccc3)C(C)=O)CC2)cc1 (stereo not drawn)	-22	-2

Fetched by compound from the list above (2):
SMILES	H9c2 TAG inh	H9c2 TAG inh DAPI viability
O=C(N/N=C/c1cccn1-c1ccccc1)c1ccncc1	-11	14
COc1ccc(OCc2nnc(SCC(=O)Nc3cccc(C(C)=O)c3)o2)cc1	-2	5
